ER stress rescue: protection against thapsigargin-triggered cell killing – 384-well, CSM14.1, ATP luminescence, primary screen (AID 1222) | 190,000 tested, under 10 active | CSM14.1 thapsigargin-induced death rescue, ATP luminescence; higher % means a stronger effect | cellular ATP content (survival), % at 20 µM; hits with a dose series show EC50 in µM;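 active = EC50 below 50 µM in the dose-response confirmation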;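 note: death triggered by thapsigargin at about 15 µM added after 2 h compound pretreatment; cell ATP read after overnight thapsigargin exposure of roughly 18 to 22 hours; normalized against plate controls of thapsigargin alone and 5% DMSO vehicle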
NOD1 inhibition: NOD1 signaling inhibitors, primary screen, cell-based, luminescence, uHTS (AID 1578). NOD1-driven NF-kB luciferase reporter cells, luminescence; higher % means a stronger effect. inhibition, % at 4 µM; hits with a dose series show EC50 in µM. actives 1% (n = 290,000); in the data active = inhibition mostly above about 36%, no sharp cut-off; inactive = mostly below about 34%;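 note: HEK-293T reporter cells stimulated with the NOD1 agonist gamma-tri-DAP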
GPR55 beta-arrestin: GPR55 agonists via beta-arrestin recruitment, primary screen, imaging, U2OS cells, beta-arrestin-GFP redistribution (AID 1961); activation, % at 10 µM, or EC50 in µM where a hit was titrated; U2OS GPR55 beta-arrestin-GFP redistribution imaging; higher % means a stronger effect; actives 0.048% (n = 290,000);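 active = activation above 40% with more than 50 cells counted in the well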;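 note: U2OS osteosarcoma cells stably expressing GPR55 and beta-arrestin-GFP; plate controls were DMSO negative control for no effect and LPI positive control for full effect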
KOR beta-arrestin-1: KOR agonists, beta-arrestin recruitment, primary screen, cell-based, luminescence, uHTS (AID 1777). KOR beta-arrestin recruitment, luminescence; higher % means a stronger effect. actives 0.02% (n = 280,000). activation, % at 10 µM, or EC50 in µM where a hit was titrated; in the data active = activation above about 50%, passing the limit was not always enough; note: a part of the inactive calls stands beside numbers as strong as those of hits
Yfh1-off respiration: mitochondrial function rescue without frataxin homolog – Friedreich's ataxia, plus single-dose screen, dose response (AID 1465); actives 0.074% (n = 220,000); S. cerevisiae Yfh1-off respiration, WST-1 reduction, 72 h; higher fold induction means a stronger effect; one-dose fold induction at 50 µM; EC50 in µM for titrated hits;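 active = fold induction of absorbance versus untreated yeast above a set limit, then at least 30% activation at any dose in follow-up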;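 note: activators that raise dye reduction in frataxin-depleted yeast; strong numbers were not always called active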
TNAP activators: stimulation of alkaline phosphatase TNAP activity – biochemical, luminescent, no phosphate acceptor, uHTS, primary screen (AID 1001) | purified TNAP, luminescent activation assay, no phosphate acceptor; higher activation fold means a stronger effect | one-dose activation fold at 20 µM; EC50 in µM for titrated hits | actives 0.03% (n = 200,000); in the data active = activation fold from about 3, or a potency from the dose series; inactive = the rest, 99 in 100 with activation fold below about 1.6; note: many of its hits are not listed in these tables
KOR beta-arrestin-2: KOR antagonists, beta-arrestin recruitment, cell-based, luminescence, uHTS (AID 1778); KOR beta-arrestin recruitment, luminescence, antagonist mode; higher % means a stronger effect; inhibition, % at 10 µM; hits with a dose series show IC50 in µM; actives 0.091% (n = 290,000); note: strong numbers were not always called active
NTR1 ag: agonists of NTR1, primary screen, imaging, U2OS cells, beta-arrestin-GFP, high content (AID 493036); NTR1-U2OS beta-arrestin-GFP spot imaging, agonist mode; P30989; activation, % at 20 µM; actives 0.17% (n = 330,000);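 active = activation at or above 40% of the spot to cytoplasm intensity ratio, with at least 20 cells analyzed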;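 note: 0% = DMSO without peptide and 100% = 100 nM NTR1 peptide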
Target sequence (P30989 whole entry, looked up): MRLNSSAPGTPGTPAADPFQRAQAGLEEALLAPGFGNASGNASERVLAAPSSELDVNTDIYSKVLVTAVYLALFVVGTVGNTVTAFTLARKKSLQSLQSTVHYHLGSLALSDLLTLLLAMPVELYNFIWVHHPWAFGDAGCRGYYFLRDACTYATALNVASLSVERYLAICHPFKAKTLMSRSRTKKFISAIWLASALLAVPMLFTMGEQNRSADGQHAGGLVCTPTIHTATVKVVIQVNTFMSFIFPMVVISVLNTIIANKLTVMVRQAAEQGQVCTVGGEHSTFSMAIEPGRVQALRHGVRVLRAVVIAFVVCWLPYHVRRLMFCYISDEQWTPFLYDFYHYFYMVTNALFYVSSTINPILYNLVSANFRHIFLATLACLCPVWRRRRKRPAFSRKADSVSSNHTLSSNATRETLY
NOD2 inhibition: NOD2 signaling inhibitors, cell-based, luminescence, uHTS, HEK293 (AID 1566); HEK293 NOD2/NF-kB luciferase reporter, luminescence; higher % means a stronger effect; inhibition, % at 4 µM, or EC50 in µM where a hit was titrated; actives 0.63% (n = 290,000); note: many of its hits are not listed in these tables
NTR1 ag cell count 20 µM: second read-out of NTR1 ag, no call of its own (marks repeat the call); cell count; measured here: cell count, cytotoxicity flag
* hit, by the source's call; i = inactive; . = not tested or not shown; [ ] = another dose, or the depositor's remark. Cut-off read from the data, not from the text of the source, unless noted: active = inhibition above about 50%; inactive = the rest. The list is partial; count on the stated rates, not on these rows.

SMILES	ER stress rescue	NOD1 inhibition	GPR55 beta-arrestin	KOR beta-arrestin-1	Yfh1-off respiration	TNAP activators	KOR beta-arrestin-2	NTR1 ag	NTR1 ag cell count 20 µM	NOD2 inhibition
CCCn1c2ccccc2c2cc(C(=O)O)ccc21	-1.3%	6%	-0.1%	6.8%	.	1.1	-27%	1.7	89	10%
Cc1cc(C)cc(OCC(O)CN2CCN(C(=O)c3ccco3)CC2)c1 (stereo not drawn)	.	7%	0.0%	-4.2%	.	.	17%	0.7	47	6%
CCOC(=O)/C=c1\s/c(=C\c2c(OCC)ccc3ccccc23)c(=O)n1CC(=O)NCC1CCCO1 (stereo not drawn)	-0.2%	3%	0.2%	-2.8%	i	0.9	5%	3.3	54	-17%
COc1ccc(S(=O)(=O)NCC2CCCN(Cc3ccc(OC)cc3F)C2)cc1 (stereo not drawn)	.	-12%	0.2%	2.1%	.	.	-19%	0.1	63	10%
CCCC(c1nnnn1C(C)(C)C)N1CCN(C(=O)c2ccco2)CC1 (stereo not drawn)	0.2%	-38%	-0.1%	-2.6%	i	1.1	-54%[20 µM]	1.1	44	8%
C=CCOc1cccc(C2C(C(=O)c3ccco3)=C(O)C(=O)N2CCN(CC)CC)c1 (stereo not drawn)	-0.8%	-9%	-0.2%	5.1%	i	1	3%	-1.5	68	-3%
CSc1ccc(-c2nc(CSCC(=O)NCCCN3CCCC3=O)c(C)o2)cc1	.	3%	-0.2%	-0.7%	.	.	-10%	-0.1	75	10%
COc1ccc(CNS(=O)(=O)c2ccc(-c3ccc(=O)[nH]n3)s2)cc1OC	.	21%	-0.4%	2.0%	.	.	-10%	0.3	64	10%
CC(=O)c1c(C)n(CC(=O)NCc2ccc3c(c2)OCO3)c2ccccc12	.	-9%	-0.1%	-3.5%	i	1.1	6%	0.4	48	9%
CCC(C)(C(=O)NC1CCCC1)N(C(=O)CNC(=O)c1ccccc1)c1c(C)n(C)n(-c2ccccc2)c1=O (stereo not drawn)	-1.4%	-11%	-0.3%	-2.0%	i	1.1	15%	0.1	64	15%
CCOC(=O)c1cn(Cc2ccc(C)cc2)c2cc(F)ccc2c1=O	.	-8%	-0.1%	-17%	.	.	8%	-0.3	88	25%
COc1cccc(-c2csc(N3CCN(CC(=O)NNC(=O)c4ccc(Cl)cc4)CC3)n2)c1	2.5%	19%	0.0%	15%	i	1.1	-17%	1.0	49	-2%
CCOC(=O)C1CCN(c2c(NC3CCCCCCC3)c(=O)c2=O)CC1	.	-2%	-0.1%	2.9%	i	1.2	-37%	-2.6	85	-1%
COc1cc(C(=O)NC(=S)Nc2cccc3nc(C)ccc23)cc(OC)c1OC	.	-2%	-0.3%	-0.5%	i	.	9%	-0.9	40	14%
CC(=O)N(CCCc1ccc(C(C)(C)C)cc1)CCCN(C)C	0.3%	16%	0.0%	7.3%	i	1	19%	-0.5	37	21%
COC(=O)[C@@H](NC(=O)Nc1cccc(Br)c1)C(C)C	-3.2%	-32%	1.0%	0.2%	i	1.1	-35%	0.9	80	-8%
O=C(Nc1ccc(Oc2ccccc2)nc1)C1CCCCN1Cc1ccc(OCCO)cc1 (stereo not drawn)	.	-26%	0.3%	4.9%	.	.	20%	1.5	70	-7%
c1ccc(-c2cn3c(n2)CCC3)cc1	0.0%	-23%	-0.1%	-5.3%	i	1.1	-49%	0.7	68	-59%
CC(CCc1ccco1)NC(=O)c1cc2c(-c3ccccc3F)nn(C)c2s1 (stereo not drawn)	-0.1%	-13%	-0.1%	5.0%	i	0.8	-16%	3.4	84	11%
Cc1ccc(NC(=O)N(C)c2ccccc2)cc1	.	4%	0.3%	-0.6%	.	.	12%	.	.	3%
COc1ccccc1NC(=O)CN1C(=O)COc2ccc(S(=O)(=O)N3CCOCC3)cc21	.	8%	-0.1%	-0.4%	.	.	-4%	-0.6	69	19%
O=C(Cc1ccc(Br)cc1)Nc1ccccc1Sc1ccccc1	-1.7%	.	-0.1%	4.4%	i	1	-10%	4.4	59	-8%
O=C(NNc1cc(N2CCCC2)nc(N2CCCC2)n1)c1ccc([N+](=O)[O-])cc1	-1.4%	-18%	-0.1%	.	i	0.9	-62%[20 µM]	2.1	44	2%
O=C(CN1CCN(Cc2ccccc2Cl)CC1)N/N=C/c1ccco1	.	-10%	-0.1%	3.6%	i	.	4%	-0.2	46	20%
CCN(CC)S(=O)(=O)c1ccc2[nH]c(=O)c3ccccc3c2c1	.	-35%	0.3%	-0.1%	.	.	-6%	0.7	52	1%

Overlap with the part before: 3 entries, followed by the next part.
SMILES	ER stress rescue	NOD1 inhibition	GPR55 beta-arrestin	KOR beta-arrestin-1	Yfh1-off respiration	TNAP activators	KOR beta-arrestin-2	NTR1 ag	NTR1 ag cell count 20 µM	NOD2 inhibition
O=C(NNc1cc(N2CCCC2)nc(N2CCCC2)n1)c1ccc([N+](=O)[O-])cc1	-1.4%	-18%	-0.1%	.	i	0.9	-62%[20 µM]	2.1	44	2%
O=C(CN1CCN(Cc2ccccc2Cl)CC1)N/N=C/c1ccco1	.	-10%	-0.1%	3.6%	i	.	4%	-0.2	46	20%
CCN(CC)S(=O)(=O)c1ccc2[nH]c(=O)c3ccccc3c2c1	.	-35%	0.3%	-0.1%	.	.	-6%	0.7	52	1%
Cc1ccc(-n2c(N)c(C(N)=O)sc2=S)c(C)c1	-1.7%	7%	0.3%	-1.0%	.	1.1	2%	-0.4	64	22%
O=C(NCCN=C1NS(=O)(=O)c2ccccc21)c1ccncc1	-0.2%	-21%	-0.1%	-1.3%	i	1.2	4%	2.5	72	-2%
CC(=O)c1c(C)[nH]c(C(=O)CSc2ccc(F)cc2)c1C	.	-2%	0.1%	4.0%	i	.	-4%	-0.1	58	10%
CC1CCN(CCCOc2ccc(Br)cc2Cl)CC1	-1.6%	-35%	-0.2%	-0.7%	i	1.2	-30%	0.9	61	-4%
CN1CCN(S(=O)(=O)c2ccc(NC(=O)c3ccc(F)cc3Cl)cc2)CC1	.	-28%	-0.1%	5.4%	.	.	-14%	-0.4	65	9%
CC(C)(C)c1ccc(Cn2c(=N)n(CC(O)c3ccco3)c3ccccc32)cc1 (stereo not drawn)	-4.6%	-1%	0.0%	-2.1%	i	1.3	-117%[20 µM]	8.1	34	12%
O=C(Nc1ccccc1C(=O)NCCCN1CCOCC1)c1ccc(F)cc1F	.	-16%	-0.2%	0.1%	.	.	-13%	0.4	50	18%
COc1ccc(C)cc1NC(=O)Nc1ccccc1SC	2.1%	-15%	-0.1%	.	i	1.1	-3%	1.2	48	2%
O=C(Nc1ccc(N2CCCC2)cc1)c1cc2ccccc2o1	.	-78%	-0.1%	3.4%	.	.	-19%	0.8	42	-66%
COc1ccc(-n2c(=S)[nH]c3ccccc32)cc1	-1.5%	-2%	-0.1%	2.2%	i	1.3	4%	3.8	82	1%
Cc1ccc(Nc2nc(Cl)nc(N(C)C#N)n2)cc1	-2.7%	11%	-0.1%	-0.7%	i	1	20%	5.2	45	-4%
CCOc1ccccc1NC(=O)CC1SC(=N)N(c2ccccc2)C1=O (stereo not drawn)	0.2%	-24%	0.5%	-3.5%	i	1	-20%	-0.8	29	3%
O=C(N/N=C/c1ccc(OC(F)F)cc1)c1ccc(Br)cc1	-1.8%	-27%	-0.1%	0.8%	i	1.1	-2%	1.5	60	-2%
CCOC(=O)c1cc2occc2n1CC(=O)N1CCCc2ccccc21	-0.7%	-1%	0.3%	11%	i	0.9	7%	1.0	50	-5%
O=C(N1CCN(c2ccccc2)CC1)C1(c2cccs2)CCOCC1	-1.0%	-20%	0.3%	2.9%	i	1	12%	3.0	71	6%
Cc1cccc(C(=O)N2CCN(c3ccc(N4CCOCC4)nn3)CC2)c1	.	-4%	-0.1%	-1.1%	i	.	20%	0.8	74	7%
CC(C)(C)Nc1nc2cc([N+](=O)[O-])ccc2o1	.	-11%	0.2%	5.4%	i	.	9%	-0.1	37	-9%
O=C(OC1CCOC1=O)c1cc(-c2ccc(Br)cc2)nc2ccccc12 (stereo not drawn)	-2.4%	-22%	0.1%	-0.6%	i	1.1	-26%	11	38	6%
CN(C)CCCn1c(=O)n(CCc2ccccc2)c(=O)c2c3c(sc21)CCCCC3	.	0%	1.1%	0.9%	i	.	-4%	8.0	44	16%
CCC(NS(=O)(=O)c1ccc(OC)cc1)C(=O)O (stereo not drawn)	-1.2%	-13%	-0.3%	-1.2%	i	1.1	1%	0.2	82	17%
O=C(Nc1cccc2[nH]ncc12)NS(=O)(=O)c1ccccc1	.	-8%	0.0%	1.1%	.	.	13%	-0.2	85	-7%
CCCCC(=O)Nc1ccc(NC(=O)C2CC2)cn1	-0.1%	-35%	-0.2%	-3.3%	i	1	-17%	-1.9	82	-13%
CC(C)CC(=O)Nc1cc2c3c(c1)CCN3C(=O)CC2	.	-101%	-0.1%	7.7%	.	.	-38%	1.0	57	-3%
Cc1cc2c(c(=O)o1)C(C1C=CCCC1)C(C#N)=C(N)O2 (stereo not drawn)	0.0%	36%	-0.1%	0.6%	i	1.1	23%	1.2	69	-4%
CCOC(=O)c1c(C)[nH]c(C)c1C(=O)CSc1nc2ccccc2[nH]1	1.7%	-20%	1.2%	-2.4%	i	1	-5%	-3.0	75	4%

Next part
SMILES	ER stress rescue	NOD1 inhibition	GPR55 beta-arrestin	KOR beta-arrestin-1	Yfh1-off respiration	TNAP activators	KOR beta-arrestin-2	NTR1 ag	NTR1 ag cell count 20 µM	NOD2 inhibition
O=P(O)(COc1ccccc1)COc1ccccc1	-1.2%	-22%	-2.3%	-1.5%	i	1	7%	1.1	87	20%
COCCn1c(N)c(N(Cc2ccccc2)C(=O)C2CCCC2)c(=O)[nH]c1=O	-0.9%	-13%	0.9%	-1.3%	i	1.1	8%	1.3	55	13%
Cc1ccc(C(=O)CCCn2nnc(-c3cccnc3)n2)cc1C	-1.5%	-5%	-0.2%	-2.2%	i	1	7%	-1.7	94	-7%
Cc1nn(CCc2n[nH]c(=S)n2-c2ccc(F)c(Cl)c2)c(C)c1[N+](=O)[O-]	1.4%	13%	-0.1%	-2.1%	i	1	-7%	1.6	55	9%
Cc1cc(CSc2nc(C)cc(=O)[nH]2)c2ncccc2c1	3.4%	-18%	-0.2%	-4.9%	i	1.1	12%	1.6	26	8%
Cc1cccc(-c2noc(CNC(=O)COc3ccccc3C)n2)c1	.	-34%	-0.1%	0.8%	.	.	-22%	3.5	62	1%
CNc1ccc(Cl)nn1	-0.3%	-43%	-0.4%	-2.4%	i	1	-7%	1.0	53	11%
COc1ccc(CNC(=O)COC(=O)CCCOc2ccc(Cl)cc2Cl)cc1OC	-3.3%	-10%	0.3%	8.3%	i	1	-20%	1.8	58	2%
O=C(c1cccn2c(=O)c3ccc(Cl)cc3nc12)N1CCN(Cc2ccc3c(c2)OCO3)CC1	0.1%	-25%	0.2%	-5.1%	i	0.9	25%	2.4	82	-2%

From PubChem
